Source: PubChem BioAssay
KCNK3 block – human KCNK3 channel inhibition, primary screen; O14649; CHO-KCNK3 thallium flux, FluxOR fluorescence; active compounds read low; B-score at 10 µM; 0.84% of 340,000 active; AID 602410;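 active = B-score under library mean minus 4 SD, starting fluorescence ratio at most library mean plus 5 SD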;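 also: more negative B-score means stronger inhibition of thallium flux through KCNK3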
Target sequence (O14649 whole entry, looked up): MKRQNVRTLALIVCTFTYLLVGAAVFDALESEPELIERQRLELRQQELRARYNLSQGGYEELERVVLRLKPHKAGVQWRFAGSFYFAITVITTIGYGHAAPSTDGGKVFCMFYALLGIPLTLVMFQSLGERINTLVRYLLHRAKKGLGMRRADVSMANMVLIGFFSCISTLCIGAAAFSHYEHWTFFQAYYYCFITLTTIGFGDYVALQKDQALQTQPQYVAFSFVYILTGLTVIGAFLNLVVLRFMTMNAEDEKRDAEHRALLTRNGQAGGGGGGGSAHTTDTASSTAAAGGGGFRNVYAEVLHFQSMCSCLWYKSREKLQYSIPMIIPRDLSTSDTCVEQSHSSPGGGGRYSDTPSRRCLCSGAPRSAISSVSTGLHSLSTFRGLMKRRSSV
ANO1 activ – activators or potentiators of mouse TMEM16A chloride channel. Q8BHY3. HEK293 TMEM16A/YFP-H148Q/I152L, iodide quench fluorescence; active compounds read low. B-score at 10 µM. 0.3% of 340,000 active. AID 623877;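 active = fluorescence-ratio B-score plate-corrected deviation score at least 3 library SD below zero, with starting fluorescence score within 5 deviations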;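 also: channel opened by trigger with iodide after compound preincubation; score built on the fluorescence ratio of max minus min over baseline; more negative score means more quench and so TMEM16A activation or potentiation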
ANO1 block – blocks the mouse calcium-activated chloride channel TMEM16A; Q8BHY3; HEK293 TMEM16A/YFP iodide influx fluorescence, ionomycin; normalized B-score (activity score, 25-100; higher = stronger inhibition) at 10 µM; 1.2% of 310,000 active; AID 588511;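 active = ratio plate-corrected score three or more library SD toward inhibition, starting fluorescence score within five deviations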;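 also: score derived from kinetic fluorescence span divided by baseline fluorescence per well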
RGS4 block – inhibitors of human RGS4; HEK293 M3R/RGS4 inducible, Fluo-4 calcium flux; active compounds read high; triggered by carbachol at its EC20; P49798; 0.45% of 310,000 active; B-score at 10 µM;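 active = B-score, a plate-corrected calcium signal, over three deviations above library mean, with baseline fluorescence within five deviations of library mean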;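 also: RGS4 expression induced by doxycycline in cells with stable M3 receptor; B-score is computed from the integrated fluorescence ratio over baseline after carbachol; higher B-score means a larger calcium signal and so more RGS4 inhibition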
MrgX1 agonist – activates human MrgX1 receptor signaling; Q96LB2; MrgX1-HEK293 cells, Fluo-4 calcium fluorescence, agonist mode; active compounds read high; B-score at 10 µM; 0.44% of 310,000 active; AID 588627;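 active = calcium response B-score plate-corrected fluorescence ratio at least 3 library SD, with starting fluorescence B-score inside 5 SD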
Target sequence (Q96LB2 whole entry, looked up): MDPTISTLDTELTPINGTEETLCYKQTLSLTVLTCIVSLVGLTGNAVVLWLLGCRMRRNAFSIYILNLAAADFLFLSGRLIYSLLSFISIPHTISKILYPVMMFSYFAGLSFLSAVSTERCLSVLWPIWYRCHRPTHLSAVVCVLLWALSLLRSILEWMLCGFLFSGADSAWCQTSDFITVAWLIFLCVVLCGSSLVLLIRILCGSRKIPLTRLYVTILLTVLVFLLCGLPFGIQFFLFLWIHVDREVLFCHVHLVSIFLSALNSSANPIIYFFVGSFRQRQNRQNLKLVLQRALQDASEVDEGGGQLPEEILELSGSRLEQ
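times = overnight plating, then 30 min 37 °C plus 30 min room-temperature dye loading | assay system = stable human MrgX1 HEK293 cell line | input = fifteen thousand cells per well | signal = kinetic calcium dye fluorescence, Fluo-4 NW | dosing = compound delivered in addition one of three | read-out = B-scored fluorescence response ratio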
MrgX1 PAM – allosterically activates human MrgX1 receptor signaling; 0.63% of 310,000 active; B-score at 10 µM; Q96LB2; MrgX1-HEK293, Fluo-4 calcium flux, FDSS; active compounds read high;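 active = plate-corrected calcium response at least 3 library SD above typical, normal starting fluorescence, not activating the receptor alone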;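 also: compound read alongside a low EC10 to EC30 dose of BAM8-22 agonist; peak minus trough fluorescence over baseline measured at the second addition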
KCNQ1 inh – blocks the human KCNQ1 potassium channel; P51787; CHO-K1 KCNQ1, FluxOR thallium flux fluorescence; active compounds read high; B-score at 10 µM; 1.3% of 310,000 active; AID 2642;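 active = compounds whose thallium flux B-score, printed positive for inhibition, exceeds three library SD while starting fluorescence stays within three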;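 also: channel opened by potassium depolarization with thallium stimulus after 20 min compound exposure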
KCNQ1 act – potentiators or activators of human KCNQ1 potassium channel; AID 2648; 0.35% of 310,000 active; P51787; B-score at 10 µM; CHO-K1 KCNQ1, thallium flux FluxOR fluorescence; active compounds read high;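 active = fluorescence ratio B-score, a plate-corrected score, at least three library SD, with initial intensity B-score within 5 SD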
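System: Stable KCNQ1 CHO-K1 line | Incubation: 90 min dye loading and 20 min compound exposure, both at room temperature | Measure: Ratio B score | Medium: Assay buffer for compound exposure, DMSO matched across wells | Compound dosing: Single-concentration screen | Probe or stimulus: K+/Tl+ depolarizing stimulus | Measured by: Kinetic FluxOR fluorescence, 10 s baseline plus 110 s post-stimulus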
KCNK9 block – blocks the human KCNK9 two-pore domain potassium channel; Q9NPC2; 1.2% of 310,000 active; B-score at 10 µM; HEK293 KCNK9, FluxOR thallium flux fluorescence; active compounds read low;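 active = ratio B-score over 3 SD below the library mean, with starting fluorescence within 5 SD of its mean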;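 also: negative B-score means less thallium flux so channel inhibition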
Target sequence (Q9NPC2 whole entry, looked up, the tested form may be a part): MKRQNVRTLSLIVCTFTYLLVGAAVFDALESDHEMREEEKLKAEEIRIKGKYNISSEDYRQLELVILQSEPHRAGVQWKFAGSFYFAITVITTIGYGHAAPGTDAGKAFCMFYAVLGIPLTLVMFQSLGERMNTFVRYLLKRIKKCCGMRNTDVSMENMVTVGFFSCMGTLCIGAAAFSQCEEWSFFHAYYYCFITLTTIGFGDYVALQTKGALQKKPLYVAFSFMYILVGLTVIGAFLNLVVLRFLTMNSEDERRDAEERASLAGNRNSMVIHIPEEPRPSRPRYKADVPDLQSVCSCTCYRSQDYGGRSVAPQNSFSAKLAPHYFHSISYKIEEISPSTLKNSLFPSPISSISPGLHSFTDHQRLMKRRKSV
RGS4 act – RGS4 potentiation or activation; HEK293 M3R/inducible RGS4, carbachol calcium flux Fluo4; active compounds read low; B-score at 10 µM; 0.92% of 310,000 active;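 active = B-score of the integrated calcium signal more than 4 SD below the library mean, with starting fluorescence not abnormally high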;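 also: negative B-score means reduced calcium response which marks RGS4 activation or potentiation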
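System: HEK293 FlpIn-TREx cells, stable M3R, doxycycline-inducible RGS4. Timing: overnight RGS4 induction, 30 min dye load 37 °C, 20 min compound RT. Also added: carbachol, ECmax concentration. Measured by: Fluo4 fluorescence kinetic imaging of calcium. Evaluation: integrated calcium ratio converted to B score.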
hERG rescue – hERG (human) protection from proarrhythmic block | Q12809 | CHO-hERG, FluxOR thallium flux, dofetilide IC70 present | AID 1511 | activation (rescue from dofetilide block), less the hit threshold, % at 10 µM | 0.51% of 310,000 active;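 active = activation above the mean of controls blocked by dofetilide plus 5 SD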;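 also: thallium influx through hERG after potassium depolarization seen as dye fluorescence rise; in these data hits start at about 4.7%; inactives centre near -7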
* marks the source's active call; other numbers are inactive results; i = inactive; x = no result given.

SMILES	KCNK3 block	ANO1 activ	ANO1 block	RGS4 block	MrgX1 agonist	MrgX1 PAM	KCNQ1 inh	KCNQ1 act	KCNK9 block	RGS4 act	hERG rescue
CC(C)c1ccc(S(=O)(=O)N2CCN(C(=O)CN3C(=O)NC4(CCCC4)C3=O)CC2)cc1	i	i	i	i	i	i	i	i	i	i	-13.9
CCOc1cccc(-c2nnc3sc(C4CCCCC4)nn23)c1	i	i	i	i	i	i	i	i	i	i	-13.1
COC(=O)c1c(NC(=O)CC2SCC(C(=O)OC)NC2=O)sc2c1CCCC2 (centres undefined)	i	i	i	i	i	i	i	i	i	i	-20.7
Cc1c(C2C(C#N)=C(N)N(c3ccccc3C#N)C3=C2C(=O)CCC3)cnn1C (centres undefined)	i	i	i	i	i	i	i	i	i	i	0.3
Cc1cccc(C)c1NC(=O)CN(C)C(=O)c1ccc(-n2cncn2)c([N+](=O)[O-])c1	i	i	i	i	i	i	i	i	i	i	-7.5
COc1ccc(NC(=O)CCNS(=O)(=O)c2ccc(Br)s2)cc1	i	i	i	i	i	i	i	i	i	i	1.5
Cn1c(N)c(C(=O)COC(=O)C2CCCCC2)c(=O)n(C)c1=O	i	i	i	i	i	i	i	i	i	i	-8.7
Cc1ccc(C)n1NC(=O)c1ccccc1[N+](=O)[O-]	i	i	i	i	i	i	i	i	i	i	-7.0
COc1cc(/C=c2\sc3nc(=O)c(-c4ccccc4)nn3c2=O)ccc1OCCC(C)C	i	i	i	x	i	i	x	x	x	x	x
COc1ccc(S(=O)(=O)N/N=C(/C)c2ccncc2)cc1	i	i	i	i	i	i	i	i	i	i	-0.8
COc1ccc(OC)c(-c2nc3c(C)n[nH]c(=O)c3[nH]2)c1	i	i	i	i	i	i	i	i	i	i	-2.9
COc1cc(C(=O)c2ccccc2)c([N+](=O)[O-])cc1OC	i	i	i	i	i	i	i	i	i	i	-12.8
C#CCSc1nnc(-c2ccc(C)cc2)o1	i	i	i	i	i	i	i	i	i	i	-5.3
CCOc1cccc2cc(C(=O)Nc3nccs3)c(=O)oc12	i	i	i	i	i	i	i	i	i	i	-6.1
O=C(O)CN=C1NC2(CCCCC2)Cc2ccccc21	i	i	i	i	i	i	i	i	i	i	-7.4
COCCSc1nnc(NC(=O)CSCc2ccccc2)s1	i	i	i	i	i	i	i	i	i	i	-4.7
CCc1ccccc1NS(=O)(=O)c1cc(C)ccc1OC	i	i	i	i	i	i	i	i	i	i	-5.0
Cc1cc(C(=O)NCC(=O)OCC(=O)NCCc2ccccc2)ccc1[N+](=O)[O-]	i	i	i	i	i	i	i	i	i	i	-15.1
CCOC(=O)N1CCN(C(=O)CNC(=O)Cn2cnc3ccccc3c2=O)CC1	i	i	i	i	i	i	i	i	i	i	-4.0
CN(C)c1nc(=Nc2cccc(Cl)c2)ss1	i	i	i	i	i	i	i	12*	i	i	40.5*
N#CCCN(C(=O)COC(=O)C1CCN(S(=O)(=O)c2cccs2)CC1)c1ccccc1	i	i	i	i	i	i	i	i	i	i	-16.5
CCn1ncc(CNC(=O)C2(C)CC2(Br)Br)c1C (centres undefined)	i	i	i	i	i	i	i	i	i	i	-0.9
Cc1cc(NC(=O)CSc2nnc(-c3ccccc3)n2Cc2ccco2)no1	i	i	i	i	i	i	i	i	i	i	-0.8
CC(C)(O)C(=O)NNC(=S)Nc1cccc(C(F)(F)F)c1	i	i	i	i	i	i	7*	i	i	i	-2.1
COc1ccccc1NC(=S)N=Nc1c(O)[nH]c2ccc(Br)cc12	i	i	i	i	i	i	i	i	i	i	-12.2
Cc1nnc(-c2ccccc2)nc1N(C)C	i	i	i	i	i	i	i	i	i	i	-9.0
CCOc1ccc(N2C(=O)Nc3ccc(Br)cc3C2(O)C(=O)NC(C)C)cc1 (centres undefined)	i	i	i	i	i	i	i	i	i	i	-8.3
CC1=NN(c2nc(-c3ccccc3)cs2)C(=O)C1N=Nc1ccccc1 (centres undefined)	i	i	i	i	i	i	i	i	i	i	1.8
O=C(c1ccco1)N1CCN(C(=O)c2cc(-c3ccccn3)nc3ccc(Cl)cc23)CC1	i	i	i	i	i	i	i	i	i	i	-34.9
COc1cc(C(=O)Nc2nc3ccc(S(=O)(=O)N4CCOCC4)cc3s2)cc(OC)c1OC	i	i	i	i	i	i	i	i	i	i	-29.3
Cc1ccc(-n2nnc3c(=O)oc4ccccc4c32)cc1	i	i	i	i	i	i	i	i	i	i	-9.0
O=C(COc1ncnc2ccccc12)Nc1ccc(Cl)c(S(=O)(=O)N2CCOCC2)c1	i	i	i	i	i	i	i	i	i	i	-7.3
CC(C)OP(=O)(OC(C)C)C(Nc1ccc([N+](=O)[O-])cc1)c1cccc([N+](=O)[O-])c1 (centres undefined)	i	i	i	i	i	i	i	i	i	i	-12.1
CCCCCC(=O)N/N=C(\C)c1ccc(N2CCCCC2)cc1	i	i	i	i	i	i	i	i	i	i	-2.1
CC(C)CCn1c(SCC(=O)OCn2nnc3ccccc3c2=O)nc2ccccc2c1=O	i	i	i	i	i	i	i	i	i	i	-12.3
COc1cccc(-c2nnc(NC(=O)Cc3cccs3)s2)c1	i	i	i	i	i	i	i	i	i	i	-5.8
COc1ccc(CN(CC2CCCO2)C(=O)CN2C(=O)COc3ccccc32)cc1OC (centres undefined)	i	i	i	i	i	i	i	i	i	i	-9.9
CCC(C)c1ccc(C2C3=C(Nc4nc(N)[nH]c(=O)c42)c2ccccc2C3=O)cc1 (centres undefined)	i	i	i	i	i	i	i	i	i	i	-6.3
O=C(CCCCCNC(=O)c1ccccc1)N/N=C/c1ccco1	i	i	i	i	i	i	i	i	i	i	-2.5
O=C(CN1CCN(C(c2ccccc2)c2ccccc2)CC1)N1CCN(c2ccccc2)CC1	i	i	i	i	i	i	i	i	i	i	-8.6
CCOc1ccccc1NC(=O)CSc1nc2ccccc2nc1N1CCCC1	i	i	i	i	i	i	6*	i	-8.58*	i	-16.0
O=C1CCC(C(=O)OCc2nnc(-c3ccc(Cl)cc3)o2)=NN1	i	i	i	i	i	i	i	i	i	i	-6.8
O=C(CCNC(=O)C1CCN(S(=O)(=O)c2ccc(F)cc2)CC1)NC1CC1	i	i	i	i	i	i	i	i	i	i	-5.9
N/C(=N\OC(=O)CCn1cccc(C(F)(F)F)c1=O)c1ccc(Cl)cc1	i	i	i	i	i	i	i	i	i	i	-0.5
Cn1cc(/C=N/n2cnc3scc(-c4ccc(Cl)cc4)c3c2=O)c2ccccc21	i	i	i	i	i	i	i	i	i	i	-4.7
CSc1cc(-c2ccc(Cl)cc2)c(C(=O)NN)s1	i	i	i	i	i	i	i	i	i	i	-4.7
COc1c(Cl)cc(-c2noc(C)c2C(=O)NCc2ccc3c(c2)OCO3)cc1Cl	i	i	i	i	i	i	i	i	i	i	-1.1
O=[N+]([O-])c1ccc(-[n+]2nc(-c3ccccc3)nn2-c2ccccc2)cc1	i	i	i	i	i	i	i	i	i	i	-5.2
Cc1nn(C(C)C(=O)Nc2sc3c(c2C#N)CCCC3)c(C)c1[N+](=O)[O-] (centres undefined)	i	i	100*	i	i	i	i	i	i	i	-0.4
NC(=S)NC(=O)c1ccccc1	i	i	i	i	i	i	i	i	i	i	-0.6
Nc1cc(N)nc(SCC(=O)Nc2ccc(Br)cc2Cl)n1	i	i	i	i	i	i	i	i	i	i	-6.8
CCC(COC)NC(=O)CCc1nnc(Cc2c[nH]c3ccccc23)o1 (centres undefined)	i	i	i	i	i	i	i	i	i	i	-10.6
COc1ccc(OC)c(NC(=O)c2ccc(Cl)cc2)c1	i	i	i	i	i	i	i	i	i	i	-7.6
CCOc1ccc(CCNC(=O)c2c(C)noc2C)cc1OCC	i	i	i	i	i	i	i	i	i	i	-11.3
Cc1nc(N2CCOCC2)c2c(C)c(C(=O)Nc3ccc(C(F)(F)F)cc3)sc2n1	-8.85*	i	i	i	i	i	i	i	i	i	-18.9
Cc1noc(NS(=O)(=O)c2ccc(N/C=C/C(=O)c3ccccc3)cc2)c1C	i	i	i	i	i	i	i	i	i	i	-3.5
CC1CCc2c(sc(NC(=O)C(=O)NCc3ccco3)c2C#N)C1 (centres undefined)	i	i	i	i	i	i	i	i	i	i	-7.1
C/C(=C1/SC(N2CCOCC2)=NC1=O)c1ccc(Cl)cc1	i	i	i	i	i	i	i	i	i	i	0.5
CC1CCCN(C(=O)C2CCN(c3ncnc4c3nc3n4CCCCC3)CC2)C1 (centres undefined)	i	i	i	i	i	i	i	i	i	i	-5.9
CN(C)Cc1c(O)ccc2c(=O)c(-c3ccccc3Cl)coc12	i	i	i	i	i	i	i	i	i	i	-4.6

(list continues)
SMILES	KCNK3 block	ANO1 activ	ANO1 block	RGS4 block	MrgX1 agonist	MrgX1 PAM	KCNQ1 inh	KCNQ1 act	KCNK9 block	RGS4 act	hERG rescue
O=c1[nH]c(SCc2ccc(Cl)cc2)nc2ccccc12	i	i	i	i	i	i	i	i	i	i	-6.8
O=C(CCC(=O)N(CC(=O)NC1CCCCC1)Cc1cccs1)Nc1nccs1	i	i	i	i	i	i	i	i	i	i	-7.3
N=c1c(C(=O)NCc2ccc(F)cc2)cc2c(=O)n3ccccc3nc2n1Cc1cccnc1	i	i	i	i	i	i	i	i	i	i	-20.1
CS(=O)(=O)N(CC(=O)Nc1cccc([N+](=O)[O-])c1)c1ccccc1	i	i	i	i	i	i	i	i	i	i	-9.6
C#CCn1c(-c2cccs2)nc2ccccc21	i	i	i	i	i	i	i	i	i	i	-16.1
CCCCC(=O)Oc1c(S(=O)(=O)c2ccc(C)cc2)c(C)nn1C(C)(C)C	-9.93*	i	i	i	i	i	i	i	i	i	-1.4
Cc1cc(C)n(-c2nnc(C)n2/N=C/c2ccc(O)cc2)n1	i	i	i	i	i	i	i	i	i	i	-5.3
O=C(NC1CCCC1)C(c1ccccc1)N(C(=O)c1csnn1)c1ccccc1F (centres undefined)	i	i	i	i	i	i	i	i	i	i	-3.0
CCOc1ccc(N(CC)S(=O)(=O)c2ccc3c(c2)n(C)c(=O)c(=O)n3C)cc1	i	i	100*	i	i	i	i	i	i	i	-7.4
CCCCCCn1c(=O)c(Cc2ccccc2)c(O)c2ccccc21	i	i	i	i	i	i	i	i	i	i	-17.2
